PP1 counter: counter-screen for PP5 inhibitors: inhibitors of human PP1-alpha | purified PP1alpha, OMFP fluorescence | inhibition, % at 6.7 µM | AID 2235 | 0.9% of 320,000 active;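 active = inhibition above the mean inhibition of all tested compounds plus 3 SD, computed separately for each screening campaign, cut at about 15% in these data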
Target sequence (P62136 whole entry, looked up): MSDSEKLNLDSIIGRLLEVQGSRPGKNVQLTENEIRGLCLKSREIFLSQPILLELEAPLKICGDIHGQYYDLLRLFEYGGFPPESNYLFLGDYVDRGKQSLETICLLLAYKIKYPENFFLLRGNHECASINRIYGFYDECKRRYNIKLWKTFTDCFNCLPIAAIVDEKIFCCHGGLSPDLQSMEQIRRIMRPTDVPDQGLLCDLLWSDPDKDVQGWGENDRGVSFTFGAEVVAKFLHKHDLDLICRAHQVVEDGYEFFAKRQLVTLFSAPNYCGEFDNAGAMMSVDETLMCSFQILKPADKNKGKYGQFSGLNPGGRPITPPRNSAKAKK
Fh CTSL1 inh: cathepsin L1 inhibition, PFM18AAP counter-screen. recombinant F. hepatica cathepsin L1, Z-Leu-Arg-MCA fluorescence. 0.49% of 300,000 active. AID 1906. inhibition, % at 5.96 µM;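 active = inhibition above the mean of all tested compounds plus 3 SD, set per screening campaign, cut at about 17% in these data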;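 note: 0% = plate median of test compound wells and 100% = 1 µM Z-Phe-Ala-diazomethylketone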
PP5 inh: blocks human protein phosphatase 5 activity; P53041; purified PP5c, OMFP substrate fluorescence; inhibition, % at 6.7 µM; 0.18% of 320,000 active; AID 1987;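 active = inhibition above the campaign's mean inhibition across all tested compounds plus 3 SD, cut at about 9.5% in these data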;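 note: 0% = DMSO only and 100% = 100 µM cantharidin control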
TPT1 inh: blocks Candida albicans tRNA 2'-phosphotransferase; recombinant caTPT1, FP RNA substrate dephosphorylation; inhibition, % at 5 µM; 0.81% of 300,000 active;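 active = inhibition above the mean of all tested compounds plus 3 SD, set per screening campaign, cut at about 24% in these data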;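 note: plate controls were DMSO alone for no effect and ferristatin control at 100 nM for full effect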
EBNA-1 inhibitor: blocks EBNA-1 binding to DNA | EBNA-1 DNA binding, fluorescence polarization | inhibition, % at 14.8 µM | 0.34% of 300,000 active; in the data active = inhibition above about 28%
core dimer inh: blocks dimerization of HCV core protein; AID 1899; TR-FRET GST/Flag-core106 dimerization, 1536-well; inhibition, % at 5 µM; 0.33% of 300,000 active;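 active = inhibition above the mean of all tested compounds plus 3 SD, set per screening campaign, cut at about 45% in these data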
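System: GST/Flag-tagged HCV core106 proteins. Incubation: compound-protein-antibody incubation 4 h at 22.5 °C. Technique: HTRF with 340 nm excitation, 617/671 nm emission. Medium: KF-containing HEPES buffer, pH 7.45, DTT, CHAPS, BSA. Read-out: inhibition (%) from 671 over 617 nm ratio. Also added: Eu(K)-anti-GST 90 ng/mL plus XL665-anti-Flag 1 µg/mL.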
Efflux pump mplx: blocks antifungal efflux pumps in multiplex yeast assay. 0.44% of 330,000 active. inhibition, % at 10 µM. S. cerevisiae Candida pump triplex, Nile Red efflux;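 active = plate passing quality check with inhibition over a set limit, or well fluorescence over plate mean plus 4 SD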;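 note: Nile Red retained in pooled yeast measured as flow cytometry median fluorescence; 0% = buffer negative control and 100% = Enniatin B positive control; higher means more Nile Red kept so more efflux inhibition; some compounds called inactive have numbers as strong as hits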
PREPL inh: inhibitors of human prolyl oligopeptidase-like enzyme PREPL. 0.68% of 320,000 active. AID 2751. inhibition, % at 5.96 µM. recombinant PREPL, fluorescence polarization activity-based probe. Q4J6C6; in the data active = inhibition above about 43%;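 note: 0% = enzyme with DMSO and 100% = wells lacking enzyme; many of its hits are not listed in these tables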
Target sequence (Q4J6C6 whole entry, looked up): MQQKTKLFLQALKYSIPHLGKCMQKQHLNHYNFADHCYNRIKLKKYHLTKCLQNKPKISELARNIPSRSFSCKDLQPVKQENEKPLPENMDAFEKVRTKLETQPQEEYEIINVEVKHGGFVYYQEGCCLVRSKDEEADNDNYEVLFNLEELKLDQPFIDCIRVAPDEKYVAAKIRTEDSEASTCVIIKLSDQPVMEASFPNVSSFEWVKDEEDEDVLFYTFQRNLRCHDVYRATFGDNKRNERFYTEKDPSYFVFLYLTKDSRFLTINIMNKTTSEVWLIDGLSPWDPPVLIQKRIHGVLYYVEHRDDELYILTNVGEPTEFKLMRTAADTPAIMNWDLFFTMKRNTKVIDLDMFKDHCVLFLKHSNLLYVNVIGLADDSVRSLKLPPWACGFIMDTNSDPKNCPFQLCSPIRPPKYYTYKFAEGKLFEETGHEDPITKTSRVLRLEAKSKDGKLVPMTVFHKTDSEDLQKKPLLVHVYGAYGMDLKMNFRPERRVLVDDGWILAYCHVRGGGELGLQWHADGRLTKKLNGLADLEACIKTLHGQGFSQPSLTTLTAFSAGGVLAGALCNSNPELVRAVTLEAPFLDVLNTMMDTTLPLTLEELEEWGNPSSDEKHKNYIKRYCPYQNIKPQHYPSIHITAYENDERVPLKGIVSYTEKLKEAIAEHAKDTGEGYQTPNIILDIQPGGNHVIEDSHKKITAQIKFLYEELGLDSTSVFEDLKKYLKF
ZTA DNA inh: ZTA (EBV) inhibition in EBNA-1 counter-screen; inhibition, % at 11 µM; AID 2234; ZTA-DNA binding, fluorescence polarization; 0.15% of 320,000 active; in the data active = inhibition above about 33%
Numbers without * were called inactive; nt = no result given.

SMILES	PP1 counter	Fh CTSL1 inh	PP5 inh	TPT1 inh	EBNA-1 inhibitor	core dimer inh	Efflux pump mplx	PREPL inh	ZTA DNA inh
CCOC(=O)C1=C(COC(=O)COc2ccccc2OCC)NC(=O)NC1C (stereo not given)	-4	-19	0.2	-3	-3	2	0.0	0	-12
Cc1nc2oc3ccccc3c(=O)c2c(=O)n1Cc1ccccc1	-1	-1	-1.7	-1	13	1	0.0	-7	-10
Cc1cccc(NC(=O)c2ccc3nc(N4CCOCC4)sc3c2)c1C	1	3	0.2	2	4	-3	0.0	9	-2
Cc1ccc(Sc2ccc(N)cc2C#N)cc1	7	7	2.7	-4	-7	2	0.0	-6	-5
Nn1c(COc2cccc(Br)c2)nnc1SCC(=O)N1CCc2ccccc2C1	2	-1	2.9	-3	-14	12	0.3	-8	4
CS/C(=N/S(=O)(=O)c1ccc(C)cc1)c1ccccc1	1	2	-1.3	5	7	-3	0.3	2	14
Cc1cc(Nc2cccc([N+](=O)[O-])c2)c2ccccc2n1	-3	1	4.2	1	-7	0	0.1	14	-3
COc1ccc(NC(=O)CSc2nnc(CC(=O)Nc3ccc(F)cc3)n2C)cc1	-2	5	0.1	-1	8	7	0.1	1	2
CCOC(=O)c1c(C)n(C)c2ccc(OC)c(NC(=O)CN3CCC(C(=O)OCC)CC3)c12	-4	2	0.5	-1	-16	2	0.0	22	3
COc1ccc(OCC(=O)N2CCN(C(=O)c3cccc4ccccc34)CC2)cc1	-1	1	-1.4	-2	-9	-2	-0.1	3	-16
CN(Cc1ccccc1)C(=O)COC(=O)C1CCN(S(=O)(=O)c2ccc(Cl)c(C(F)(F)F)c2)CC1	2	3	7.1	-2	-6	5	0.2	-8	-10
COc1ccc(N(Cc2cc3ccccc3[nH]c2=O)S(=O)(=O)c2ccc(C)cc2)cc1	8	2	3.8	0	6	17	0.0	-36	-6
Cc1cc(C)cc(OCC(=O)NNC(=S)NC(=O)C2CC2)c1	-2	1	1.1	-2	4	-5	0.1	5	1
O=C(c1ccc2ccccc2c1)c1c[nH]cc1-c1ccccc1	1	2	3.6	5	6	8	-0.1	1	-4
CC(C)Sc1nnc([C@H](Cc2ccccc2)NC(=O)OC(C)(C)C)o1	-2	1	0.1	3	-10	0	0.2	10	-17
Cc1ccc(S(=O)(=O)N2CCCN(S(=O)(=O)c3ccc(C)c(C)c3)CC2)cc1C	0	1	1.0	-2	9	9	-0.1	5	3
CCc1ccc(CCC(=O)Nc2sc(C)c(C)c2C(=O)OC)o1	6	-3	6.2	2	2	-2	0.0	15	8
COC(=O)C(=O)C/C(=N/Nc1ncnc2ccccc12)c1ccc(Cl)cc1	9	7	2.7	58*	4	23	0.4	-1	3
Cc1cc(=O)oc2c(C)c(OCC(=O)Nc3cccnc3)ccc12	-4	-3	-1.3	-2	-18	-4	-0.1	4	-14
O=S(=O)(c1ccccc1)N1CCc2ccccc21	-7	-9	4.0	-3	1	-4	0.8*	-9	9
Cc1nn(Cc2noc(C(=O)NCCCn3ccnc3)n2)c(C)c1Br	0	-4	-0.5	-4	4	-6	0.0	12	-3
Cc1cccc(C(=O)NCCNC(=O)c2ccccn2)c1	2	2	0.6	-1	-7	-4	0.1	-1	5
N#Cc1c(Cl)nc(-c2cccnc2)nc1-c1ccccc1	-1	-6	1.4	-1	-14	6	-0.1	-9	-9
Cc1ccccc1OCC(=O)O/N=C(\N)Cc1cccs1	-3	-21	5.5	4	1	-2	-0.1	10	0
CC(=O)Nc1cccc(NC(=S)Nc2ccc(F)cc2F)c1	0	0	1.3	-1	-2	-3	-0.2	21	-3

Reprinted from the part before: two compounds, followed by the next part.
SMILES	PP1 counter	Fh CTSL1 inh	PP5 inh	TPT1 inh	EBNA-1 inhibitor	core dimer inh	Efflux pump mplx	PREPL inh	ZTA DNA inh
Cc1ccccc1OCC(=O)O/N=C(\N)Cc1cccs1	-3	-21	5.5	4	1	-2	-0.1	10	0
CC(=O)Nc1cccc(NC(=S)Nc2ccc(F)cc2F)c1	0	0	1.3	-1	-2	-3	-0.2	21	-3
Cc1noc(C)c1CSCC(=O)Nc1nnc(CC(C)C)s1	-2	-9	1.7	3	5	6	0.1	-4	-2
COc1ccc(C=C(c2ccc(OC)cc2)c2ccc(OC)cc2)cc1	-2	1	-2.4	-4	2	-6	-0.1	16	-1
CCN(Cc1ccc2c(c1)OCCO2)C(=O)CN1C(=O)NC2(CCCCC2)C1=O	2	nt	0.7	nt	nt	nt	-0.3	0	1
Cc1ccc(/C=C2/Sc3ccccc3N(CC(=O)NCCCOC(C)C)C2=O)cc1	-1	4	2.1	1	-8	5	-0.1	32	0
Cc1cc(C)n(CC(=O)c2ccc(Cl)cc2)n1	-3	-4	-1.3	1	-7	-1	0.1	0	14
Nc1nnc(-c2cc3ccccc3oc2=O)s1	0	2	0.1	-2	-7	-1	0.0	16	7
COc1ccc(C(=O)c2coc3ccc(OC(C)=O)cc23)cc1	-2	-39	-1.0	-2	6	2	0.0	6	2
CSc1nc(SCC(=O)O)c2c3c(sc2n1)COC(C)(C)C3	0	-1	-2.3	1	-2	5	0.3	-1	9
Cc1onc(-c2ccccc2Cl)c1C(=O)Nc1cccc(S(=O)(=O)NC2=NCCC2)c1	-4	-1	1.3	-2	-7	-2	0.1	-9	-3
CC(C)c1ccc(NC2CCCN(C(=O)CCCn3cncn3)C2)cc1 (stereo not given)	-1	1	0.0	-1	5	13	-0.1	6	-12
COc1cc(C(=O)NCCCNc2nc3c(C)cc(C)cc3cc2C#N)cc(OC)c1OC	4	-2	1.8	0	-5	1	0.2	0	-21
CC(C)Sc1oc(-c2ccco2)nc1S(=O)(=O)c1ccccc1	-1	0	2.1	5	1	26	0.0	-6	-8
O=C(NN1CCN(Cc2ccccc2)CC1)c1ccc(N2CCOCC2)c([N+](=O)[O-])c1	-1	1	-3.5	-1	0	-14	-0.1	18	-1
O=C(NC1=NCCS1)c1cc(-c2cccc(Br)c2)nc2ccccc12	5	-2	5.5	-2	-4	-2	0.0	1	8
O=C(NCc1ccccc1Cl)C1CCN(S(=O)(=O)N2CCCCCC2)CC1	-5	-3	2.7	-1	6	-2	-0.3	17	4
CC1CCC(NC(=O)Cn2ncc3ccccc32)CC1 (stereo not given)	-1	0	0.9	-1	3	-1	0.0	7	-17
COCCCNC(=O)C1=CCN(S(=O)(=O)c2ccc(C)cc2)CC1	1	-2	-0.7	4	-5	0	-0.2	4	14
CCOC(=O)CSC(CC)C(=O)Nc1nnc(CC)s1 (stereo not given)	-1	-2	-2.1	-3	9	0	0.1	-6	4
CC(C)(C)NC(=O)C(c1cccs1)N(Cc1ccco1)C(=O)c1csnn1 (stereo not given)	0	3	2.9	-3	-2	-9	0.4	7	-5
COc1ccc(S(=O)(=O)N2CCCCC2)cc1C(C)C	-9	9	-7.5	-3	-7	4	0.0	13	5
C=CCNS(=O)(=O)c1cc(S(=O)(=O)NCC=C)c(OC)cc1OC	-2	0	1.1	-3	8	0	-0.1	1	8
C/C=C\C=C/C(=O)Nc1cccc(C2=NOC3(C2)C[C@H](C(N)=O)N(C(=O)c2ccc(OC)cc2)C3)c1 (stereo not given in full)	5	5	1.0	2	4	33	0.4	-6	3
O=C(O)CCCCCCCCc1cn(Cc2ccc(C(=O)c3ccccc3)cc2)nn1	-1	0	2.3	0	5	1	-0.1	-6	-2
COCCNC(=O)CN(c1ccc(F)cc1)S(=O)(=O)c1ccc2c(c1)OCCO2	-2	4	-2.3	-3	-4	-15	-0.2	22	-11
COc1ccc(-c2cnc(N)nc2-c2ccc(OC)cc2O)cc1	1	-2	6.3	1	-11	-1	-0.1	12	-6

Efflux pump mplx, entries above that show a hit.
SMILES | PP5 inh | TPT1 inh | EBNA-1 inhibitor | core dimer inh | Efflux pump mplx | PREPL inh
O=S(=O)(c1ccccc1)N1CCc2ccccc21 | 4.0 | -3 | 1 | -4 | 0.8* | -9

The listing continues:
SMILES	PP1 counter	Fh CTSL1 inh	PP5 inh	TPT1 inh	EBNA-1 inhibitor	core dimer inh	Efflux pump mplx	PREPL inh	ZTA DNA inh
CCCCn1c(N)c(N(CCOC)C(=O)CSCC(=O)Nc2cccc(C)c2)c(=O)[nH]c1=O	-1	4	-1.1	3	-7	0	0.1	8	-8
Cc1ccccc1N1C(=O)C2C3C=CC(CC3)C2C1=O (stereo not given)	-3	0	-1.2	0	4	9	0.0	2	-2
CCOC(=O)c1cn(CC#N)c2cc(F)c(F)cc2c1=O	-2	-1	-2.3	-3	8	-3	0.0	0	4
NC1=NC[C@H](Cc2ccc(O)cc2)N1CCC12CC3CC(CC(C3)C1)C2	8	5	-0.7	1	-2	1	-0.2	12	-5
C/C(=C\C(=O)c1ccccc1)NNC(=O)c1ccc(Cl)cc1	1	1	-0.7	2	7	4	0.1	-2	4
COc1ccc(Cl)cc1N(CC(=O)N1CCC(C)CC1)S(C)(=O)=O	-2	-3	-1.8	-1	3	1	0.0	-3	13
COC(CNC(=O)[C@H](Cc1ccccc1)N1Cc2ccccc2C1=O)OC	6	0	0.9	-1	-23	-10	-0.1	-6	-14
Cc1cc(C(=O)CN2C(=O)NC3(CCCc4ccccc43)C2=O)c(C)n1Cc1ccccc1 (stereo not given)	5	0	2.4	7	-9	29	0.7	19	-9
Cc1nc2c(nnn2Cc2c(Cl)cccc2Cl)c(=O)[nH]1	-4	3	0.6	3	-12	-8	0.1	8	-1
CC(=O)c1ccc(N2CCN(C(=O)CCCc3nc4ccccc4s3)CC2)cc1	-3	-1	2.5	2	-5	3	0.0	19	-5
COc1cccc(C(=O)CSc2nnc(-c3cccs3)o2)c1	0	0	0.1	0	-8	0	-0.1	-10	-5
COc1ccc(N2CCN(C(=O)CN3CCN(c4nc(-c5ccc(F)cc5)cs4)CC3)CC2)cc1	-3	1	0.7	1	-3	7	0.0	7	6
O=C(Nc1cccc(-c2cnc3ccccc3n2)c1)c1ccncc1	-1	5	0.3	0	-6	1	-0.1	-56	7
Cc1cc(C)n(S(=O)(=O)c2ccccc2[N+](=O)[O-])n1	0	0	3.8	2	2	-7	0.2	-4	18

Quoted from the listing.
`Cc1ccccc1N1C(=O)C2C3C=CC(CC3)C2C1=O` (stereo not given) in ZTA DNA inh is listed with -2
`CCCCn1c(N)c(N(CCOC)C(=O)CSCC(=O)Nc2cccc(C)c2)c(=O)[nH]c1=O` in Fh CTSL1 inh is listed with 4
`Cc1cc(C)n(S(=O)(=O)c2ccccc2[N+](=O)[O-])n1` in EBNA-1 inhibitor is listed with 2

Reformatted: entries from further up.
Each structure is followed by: PP1 counter, Fh CTSL1 inh, PP5 inh, TPT1 inh, EBNA-1 inhibitor, core dimer inh, Efflux pump mplx, PREPL inh, ZTA DNA inh
- CCOC(=O)c1cn(CC#N)c2cc(F)c(F)cc2c1=O
  -2, -1, -2.3, -3, 8, -3, 0.0, 0, 4
- NC1=NC[C@H](Cc2ccc(O)cc2)N1CCC12CC3CC(CC(C3)C1)C2
  8, 5, -0.7, 1, -2, 1, -0.2, 12, -5

Compound activity: PubChem, several laboratories

Only part of the results is shown (hit frequency here may not be typical).
